Screening data: PubChem, Broad Institute
miR122 inh: miR-122 inhibition in Huh7 cells. Huh7 miR-122 Renilla luciferase sensor, 48 h; neutral wells = 0, positive control = 100. activation (reporter increase), % at 12.5 µM. 0.3% of 340,000 active;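 active = mean replicate activation score at least 90 and every replicate individually at or above 90; inconclusive = only one of the two criteria met; inactive = neither criterion met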;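 note: higher luciferase means less miR-122 activity so hits act as miR-122 inhibitors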
C2C12 statin: protects C2C12 myotubes from simvastatin toxicity. ATP luminescence, 48 h; scaled: DMSO 0, geranylgeraniol control 100. rescue of ATP level, % at 7.49 µM. 0.78% of 330,000 active. AID 602340;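 active = mean ATP rescue above about 67%, or every replicate alone reaching that limit, limit read from the data, passing the limit was not always enough; inconclusive = no clear call, values can overlap the other calls; inactive = mean under the limit and some replicate under it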;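 note: myotubes were challenged with 10 µM simvastatin during compound exposure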
SIRT5 inh: blocks human SIRT5 desuccinylation of peptide | Q9NXA8 | Purified SirT5, succinyl-peptide AMC, trypsin-coupled fluorescence | inhibition, % at 15 µM | 1.1% of 330,000 active | AID 652115; in the data active = inhibition above about 15%; inconclusive = no clear call, values can overlap the other calls
Target sequence (Q9NXA8 whole entry, looked up): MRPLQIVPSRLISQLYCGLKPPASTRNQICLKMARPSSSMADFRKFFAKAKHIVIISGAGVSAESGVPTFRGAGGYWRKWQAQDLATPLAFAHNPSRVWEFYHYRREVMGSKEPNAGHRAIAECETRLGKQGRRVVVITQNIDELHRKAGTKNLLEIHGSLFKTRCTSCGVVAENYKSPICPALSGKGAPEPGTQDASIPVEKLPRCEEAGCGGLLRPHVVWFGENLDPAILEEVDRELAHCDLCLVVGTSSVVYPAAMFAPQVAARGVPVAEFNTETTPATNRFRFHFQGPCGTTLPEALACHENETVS
ERp5 block: ERp5 (human) disulfide isomerase inhibition | AID 651711 | Q15084 | inhibition, % at 9.99 µM | ERp5 insulin aggregation, absorbance 650 nm, 90 min | 0.05% of 350,000 active;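 active = mean replicate inhibition above about 25%, with every replicate also reaching it, limit read from the data, passing the limit was not always enough; inconclusive = only one of those two criteria met; inactive = neither criterion met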
Target sequence (Q15084 whole entry, looked up): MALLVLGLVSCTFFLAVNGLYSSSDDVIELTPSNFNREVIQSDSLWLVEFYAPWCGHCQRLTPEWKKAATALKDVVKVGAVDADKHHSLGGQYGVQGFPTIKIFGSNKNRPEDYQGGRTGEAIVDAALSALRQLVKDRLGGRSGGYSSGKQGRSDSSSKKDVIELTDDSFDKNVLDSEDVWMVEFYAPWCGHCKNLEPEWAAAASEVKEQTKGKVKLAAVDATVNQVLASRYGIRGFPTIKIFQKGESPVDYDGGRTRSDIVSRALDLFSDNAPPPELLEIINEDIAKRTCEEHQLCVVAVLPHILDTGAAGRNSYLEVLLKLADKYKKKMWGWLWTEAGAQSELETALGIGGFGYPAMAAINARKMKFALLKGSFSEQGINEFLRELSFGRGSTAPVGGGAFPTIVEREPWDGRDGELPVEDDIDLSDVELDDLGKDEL
ARNT-TACC3 inh: ARNT/TACC3 interaction disruption. AlphaScreen His-ARNT PAS-B/GST-TACC3 binding, luminescence; TACC3 fragment carries E629A point mutation. inhibition, % at 9.99 µM. 0.66% of 390,000 active;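 active = mean inhibition of replicates at least 50% and at least half of replicates each reaching 50%; inconclusive = half or more replicates reach 50% but mean below 50%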;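 note: 0% = complete ARNT plus TACC3 wells and 100% = ARNT alone without TACC3; many hits fall short of the cut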
Cneo AK release: causes C. neoformans cell lysis. adenylate kinase release luminescence, 4 h; normalised: neutral wells 0, clomiphene wells 100. AID 651654. lysis activity, % at 15 µM. 0.2% of 360,000 active;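 active = mean lysis activity across replicates of at least 80%, whatever share of replicates individually reach that level; inactive = mean lysis activity below 80%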
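Test system: log-phase Cryptococcus neoformans yeast cells. Input: 5 × 10^6 yeast cells/mL. Medium: fresh YPD growth medium. Doses: single dose. Incubation: static 4 h at 37 °C with compound, 1 h detection. Measured by: luminescent adenylate kinase detection reagent. Read-out: signal increase indicating cell lysis. Benchmarks: Clomiphene.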
esBAF inh: SWI/SNF esBAF complex inhibition; mouse ES cells, Bmi1-luciferase knock-in reporter, 24 h; 100% = twice the neutral-well signal; reporter increase, % at 12.5 µM; 2% of 350,000 active; AID 602393; in the data active = activation above about 40%; inconclusive = no clear call, values can overlap the other calls;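 note: 0% = median of the plate's neutral control wells and 100% = double that signal; a rise in the Bmi1 reporter signal indicates esBAF inhibition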
Active calls of the source: *; u = inconclusive; x = no result given; [ ] = another dose, or the depositor's remark.

1	CC(=O)OC1C=CCC2C(=O)c3cccc(O)c3C(O)C12 (stereo not drawn)
2	O=C(CN1C(=O)C2C3C=CC(C3)C2C1=O)OCC(=O)c1ccc(Br)cc1 (stereo not drawn)
3	O=C(CCc1nc(-c2ccccc2)no1)Nc1cccnc1
4	CCOc1ccc(NC(=O)CSc2nc(-c3cccs3)cc(C(F)(F)F)n2)c([N+](=O)[O-])c1
5	C[C@@H]1CN([C@H](C)CO)C(=O)c2cccc(NC(=O)Nc3cccc4ccccc34)c2O[C@@H]1CN(C)Cc1ccc(Oc2ccccc2)cc1
Assay by compound	1	2	3	4	5
miR122 inh	11	1	1	x	-7[16.7 µM]
C2C12 statin	-12	4	27	x	-5
SIRT5 inh	0	3	2	-1	2
ERp5 block	5	2	-1	-7	-1
ARNT-TACC3 inh	-6	-6	1	4	15
Cneo AK release	x	-1	0	x	0
esBAF inh	0	-3	-2	x	-2

Of the compounds above, these have a carbonyl joined to an NH by a bond outside any ring.
3	O=C(CCc1nc(-c2ccccc2)no1)Nc1cccnc1
4	CCOc1ccc(NC(=O)CSc2nc(-c3cccs3)cc(C(F)(F)F)n2)c([N+](=O)[O-])c1
5	C[C@@H]1CN([C@H](C)CO)C(=O)c2cccc(NC(=O)Nc3cccc4ccccc34)c2O[C@@H]1CN(C)Cc1ccc(Oc2ccccc2)cc1
Assay by compound	3	4	5
miR122 inh	1	x	-7[16.7 µM]
C2C12 statin	27	x	-5
SIRT5 inh	2	-1	2
ERp5 block	-1	-7	-1
ARNT-TACC3 inh	1	4	15
Cneo AK release	0	x	0
esBAF inh	-2	x	-2

(next part)
6	O=C(C1=C[C@H](c2ccc3c(c2)Cc2ccccc2-3)C[C@H](OCCCCO)O1)N1CCCCC1
7	COc1cccc(/C=N/Nc2ncc(C)c(=O)[nH]2)c1OC
8	COc1ccc(N(CC(=O)NCc2cccs2)S(=O)(=O)c2c(C)nn(C)c2C)cc1
9	CCOC(=O)C1=NN(C(=O)Nc2ccc(OC)cc2)C2C(=O)N(c3cccc(C(F)(F)F)c3)C(=O)C12 (stereo not drawn)
10	C[C@@H]1CN([C@@H](C)CO)C(=O)Cc2cc(NC(=O)CCN3CCOCC3)ccc2O[C@@H]1CN(C)S(=O)(=O)c1cn(C)cn1
Assay by compound	6	7	8	9	10
miR122 inh	x	-2	x	-2	-4[16.7 µM]
C2C12 statin	x	-8	11	102*	6
SIRT5 inh	-2	-5	-1	x	1
ERp5 block	-5	5	1	x	4
ARNT-TACC3 inh	x	-5	-5	-3	0
Cneo AK release	-19	1	-1	0	3
esBAF inh	x	2	2	-6	-3

11	Clc1ccc(Cc2ccc(Cl)nn2)c(Cl)c1
12	COc1cc(C(=O)N2CCN(S(=O)(=O)c3ccc(C)cc3C)CC2)ccc1OCC(=O)N1CCOCC1
13	CN1C[C@@H]2[C@@H]3C(=O)N(C)C(=O)[C@@H]3[C@](Cc3ccccc3)(C1=O)N2C(=O)c1ccc(Cl)cc1
14	Nc1c(N(Cc2ccco2)C(=O)c2cccc(F)c2)c(=O)[nH]c(=O)n1Cc1ccccc1
15	CC(C)CC#Cc1ccc2c(c1)O[C@H](CN(C)C(=O)c1ccccc1)[C@@H](C)CN([C@@H](C)CO)S2(=O)=O
Assay by compound	11	12	13	14	15
miR122 inh	-3	4	2	x	-1[16.7 µM]
C2C12 statin	9	4	6	3	0
SIRT5 inh	x	-12	-3	8	8
ERp5 block	x	1	4	-9	5
ARNT-TACC3 inh	-17	-1	6	-13	u
Cneo AK release	0	1	3	0	2
esBAF inh	-6	5	0	-2	6

16	COC(=O)c1ccccc1NC(=O)c1ccccc1NS(C)(=O)=O
17	O=C1NC(=O)N(Cc2ccccc2)CC1Br (stereo not drawn)
18	COc1ccccc1OCCC(=O)Nc1cccc(S(=O)(=O)N2CCOCC2)c1
19	O=c1[nH]c(Sc2ccc([N+](=O)[O-])cc2[N+](=O)[O-])nc2ccccc12
20	Cn1c(/C=C/c2ccccc2[N+](=O)[O-])nc2ccccc2c1=O
Assay by compound	16	17	18	19	20
miR122 inh	3	-6	12	x	x
C2C12 statin	-3	-1	-3	x	2
SIRT5 inh	x	x	0	1	5
ERp5 block	x	5	4	6	-1
ARNT-TACC3 inh	-7	-4	3	-7	1
Cneo AK release	-1	-2	1	8	-2
esBAF inh	-5	-10	4	x	25

21	CC(C)c1ccc(CCNC(=O)c2ccc([N+](=O)[O-])cc2)cc1
22	CCOC(=O)C[n+]1c(C)ccc2c1CCC2
23	O=C(NC1CCCCC1)C(c1cccs1)N(Cc1cccs1)C(=O)c1cccs1 (stereo not drawn)
24	CCCc1nnc(NC(=O)NCCN2C(=O)C3C4C=CC(C4)C3C2=O)s1 (stereo not drawn)
25	Cc1cccc(C)c1NC(=O)CCc1nnc2ccc(N3CCCC3)nn12
Assay by compound	21	22	23	24	25
miR122 inh	10	-7	9	1	-1
C2C12 statin	-32	-12	1	-7	3
SIRT5 inh	-3	x	x	0	-3
ERp5 block	4	x	x	0	0
ARNT-TACC3 inh	x	x	0	-19	-3
Cneo AK release	-1	-2	1	1	5
esBAF inh	-6	-1	-9	10	1

26	CCn1nc(NC(=O)c2ccccc2)c2cc3cccc(C)c3nc21
27	Cc1ccc(NC(=O)CS(=O)Cc2nc(-c3ccc(C)cc3)oc2C)cc1 (stereo not drawn)
28	CC(C)C#Cc1cnc2c(c1)C(=O)N([C@H](C)CO)C[C@H](C)[C@@H](CN(C)C(=O)Nc1ccccc1)O2
29	CCCCc1ccc(NC(=S)NCc2ccccc2OC)cc1
30	CC(=O)N(C)C[C@@H]1Oc2ncc(C#Cc3cccc(F)c3)cc2C(=O)N([C@@H](C)CO)C[C@@H]1C
Assay by compound	26	27	28	29	30
miR122 inh	6	15	1[16.7 µM]	9	7[16.7 µM]
C2C12 statin	x	0	5	x	16
SIRT5 inh	3	-3	-1	-3	-3
ERp5 block	-4	0	0	4	2
ARNT-TACC3 inh	-38	1	-3	-4	1
Cneo AK release	5	-1	6	x	0
esBAF inh	x	-2	-1	x	1

31	C[C@H](CO)N1C[C@H](C)[C@H](CN(C)C(=O)Nc2cccc3ccccc23)Oc2c(NC(=O)c3cnccn3)cccc2C1=O
32	COc1ccc(S(=O)(=O)N2CCC(C(=O)NCCC(=O)Nc3nccs3)CC2)cc1
33	O=C(C[C@@H]1CC[C@@H](NS(=O)(=O)c2ccccc2F)[C@@H](CO)O1)NCCCN1CCOCC1
34	COc1ccc(NC(=O)N(C)C[C@H]2Oc3c(NC(=O)Nc4ccc(F)cc4)cccc3C(=O)N([C@@H](C)CO)C[C@H]2C)cc1
35	Nc1nc(NCCCN2CCOCC2)nc(Nc2cccc(Cl)c2)c1[N+](=O)[O-]
Assay by compound	31	32	33	34	35
miR122 inh	10[16.7 µM]	-4	11[16.7 µM]	-6[16.7 µM]	x
C2C12 statin	-1	-8	8	-36	x
SIRT5 inh	-1	-4	2	4	-4
ERp5 block	-11	4	0	-1	2
ARNT-TACC3 inh	-12	0	12	2	-8
Cneo AK release	2	-4	3	-1	x
esBAF inh	5	-4	1	6	x

36	CCCOc1cccc(C(=O)NCCNC(=O)c2ccco2)c1
37	CCOC(=O)c1cccc(NC(=O)CS(=O)(=O)Cc2nc(-c3cccc(OC)c3)oc2C)c1
38	CN(Cc1ccccc1)C(=O)N[C@@H](Cc1ccccc1)C(=O)O
39	O=C(Cn1c(-c2ccc(Cl)cc2)noc1=O)N1CCN(c2ccccc2F)CC1
40	O=C(/C=C1\SC(=O)NC1=O)Nc1ccc(F)cc1
Assay by compound	36	37	38	39	40
miR122 inh	-16	-18	-1	5	x
C2C12 statin	-5	3	10	x	x
SIRT5 inh	-11	-1	x	x	3
ERp5 block	8	-9	x	x	-3
ARNT-TACC3 inh	-10	-4	-1	2	-7
Cneo AK release	x	x	x	0	x
esBAF inh	-5	12	-2	-7	x

41	CN1OC[C@@H]2CN(C(=O)c3cccnc3)[C@H](c3ccc(N4CCCCC4)cc3)C[C@@H]21
42	CCC1COC(c2cccn2Cc2ccc(Cl)cc2)=N1 (stereo not drawn)
43	CC1(C(=O)Nc2cccc(C#N)c2)CCN1C(=O)C/C=C/c1ccccc1 (stereo not drawn)
44	CSc1cccc(NC(=S)N(CCC(C)C)C2CCN(C(C)C)CC2)c1
45	Cc1c(C(=O)NC2CC2)oc2ccccc12
Assay by compound	41	42	43	44	45
miR122 inh	2	-3	-5	-2	4
C2C12 statin	-11	8	-4	-6	22
SIRT5 inh	0	x	x	2	-6
ERp5 block	1	3	5	6	1
ARNT-TACC3 inh	x	x	x	-1	0
Cneo AK release	3	-7	-1	2	-2
esBAF inh	5	3	2	13	11

46	O=C(CCCN1C(=O)/C(=C/c2cccc(Br)c2)SC1=S)Nc1cccnc1
47	C/C=C/c1ccc(OCC(=O)OCC(=O)Nc2c(C)nn(-c3ccccc3)c2C)c(OC)c1
48	CNC(=O)c1cc(S(=O)(=O)Nc2ccc3c(c2)OCO3)ccc1C
49	COc1cc(C(=S)N2CCOCC2)ccc1OC(=O)c1ccc(Br)cc1
50	CCCCN(C)CCCN1C(=O)C2C(C(=O)Nc3cccc(OC)c3)C3C=CC2(O3)C1C(=O)NC1CCCCC1C (stereo not drawn)
Assay by compound	46	47	48	49	50
miR122 inh	-3	x	17	-2	3
C2C12 statin	x	35	x	-1	-3
SIRT5 inh	-6	0	-1	-2	-1
ERp5 block	2	5	3	4	5
ARNT-TACC3 inh	x	2	-15	-2	-5
Cneo AK release	-19	x	4	-1	12
esBAF inh	x	-1	x	-5	-10

51	NC(=O)c1ccc(NC(=O)COC(=O)/C=C/c2ccc3c(c2)OCO3)cc1
52	CCn1cc(C2=NCCO2)c2ccccc21
53	Nc1ccnn1Cc1cccs1
54	CC(=O)Nc1ccc(NC(=O)C(C)OC(=O)c2ccccc2Sc2ccccc2C#N)cc1 (stereo not drawn)
55	COc1ccc(NC(=O)CCCNC(=O)c2ccc(Cl)cc2)cc1S(=O)(=O)N1CCOCC1
Assay by compound	51	52	53	54	55
miR122 inh	1	8	-8	3	x
C2C12 statin	8	2	1	1	3
SIRT5 inh	-4	-1	6	-2	-4
ERp5 block	0	-4	3	3	2
ARNT-TACC3 inh	0	-8	-4	-20	-1
Cneo AK release	7	2	5	4	-1
esBAF inh	34	4	-2	-2	-3

56	O=C(C1CCN(c2nc(-c3ccccc3)nc3c2CCC3)CC1)N1CCCC1
57	COC(CNC(=O)C(=O)Nc1ccc2c(c1)N(S(=O)(=O)c1cccs1)CCC2)OC
58	C=CCn1c(Cc2c[nH]c3ccccc23)nnc1SCC(=O)NCc1ccccc1
59	O=C(Nc1cccc(Cl)c1Cl)c1ccco1
60	CCOC(=O)CN(C(=O)CSc1nnc(CNc2ccc(C)cc2C)n1CC)c1ccccc1
Assay by compound	56	57	58	59	60
miR122 inh	x	5	4	-15	-2
C2C12 statin	x	-12	5	-1	-3
SIRT5 inh	-5	-2	x	x	x
ERp5 block	1	0	x	7	x
ARNT-TACC3 inh	-4	11	-4	x	4
Cneo AK release	-3	-2	1	0	5
esBAF inh	x	8	1	48	8

61	O=CNc1cc(-c2cccc(F)c2)cn2c(-c3ccc(F)c(Cl)c3)cnc12
62	O=C(NC1CCCC1)c1cc(Cl)ccc1[N+](=O)[O-]
63	c1ccc(C2=Nc3ccccc3OC2)cc1
64	COc1ccccc1CC(=O)N1CCN(S(=O)(=O)c2ccccc2F)CC1
65	C[C@@H]1CCCCO[C@@H](CN(C)S(=O)(=O)c2ccc(Cl)cc2)[C@H](C)CN([C@H](C)CO)C(=O)c2cc(NC(=O)Nc3ccc(F)cc3)ccc2O1
66	Cc1cnc(C)c(Nc2nc(C(N)Cc3ccc(Cl)cc3)cs2)n1 (stereo not drawn)
Assay by compound	61	62	63	64	65	66
miR122 inh	x	-24	-9	-2	-11[16.7 µM]	-6
C2C12 statin	14	-5	89*	10	x	-43
SIRT5 inh	-1	1	x	2	3	12
ERp5 block	5	-1	x	3	2	2
ARNT-TACC3 inh	x	-6	-12	23	-4	x
Cneo AK release	13	x	0	-3	62	0
esBAF inh	-1	5	1	1	0	-84
